HEK293 tox: cytotoxicity in counter-screen for GLP-1R inverse agonists; Potency, µM (titrated, usually from 38.3 µM), for the others: at the highest dose activity change, negative = inhibition, hits mostly inhibitors; HEK293 cAMP-luciferase reporter cells, luminescence, 24 h; AID 624418; actives 0.13% (n = 410,000);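 further: loss of luciferase light is scored as toxicity; potency means the concentration at half of the fitted maximal effect; on the % scale 0 is the no-effect control and ±100 the full control effect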
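1536-well qHTS counterscreen of the MLSMR; 200 cells/uL, 12 h pre-incubation, 23 nL cpd, 24 h at 37 deg C 5% CO2, luciferase detection reagent, 12 min RT, luminescence. Inhibition = undesired.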
PLK1 PBD block: inhibitors of human PLK1 polo-box domain binding | P53350 | Plk1 PBD binding of FITC phosphopeptide, fluorescence polarization | Potency, µM, for inactives: max response, negative = inhibition, actives largely listed as inhibitors | actives 2.8% (n = 360,000) | AID 720504; further: potency means the concentration at half of the fitted maximal effect; series mostly up to about 57 µM; on the % scale 0 is the no-effect control and ±100 the full control effect; nearly all actives have a fitted effect of over 65% in size
PI5P4Ka inh: blocks human PI5P4K alpha kinase activity; P48426; PI5P4Kalpha enzyme, ADP-Glo luminescence, 60 min; active compounds read low; max response, %; actives 1.2% (n = 330,000); AID 652105; active means max response of -50% or lower; inconclusive means between -30% and -50%; inactive means -30% or higher; further: value at the top dose of about 77 µM; on the % scale 0 is the no-effect control and ±100 the full control effect
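Luminescence from ADP-Glo served as readout of PI5P4Kalpha activity in a qHTS format. Reaction: enzyme, substrate, compound, ATP at 5 microM final, 60 min at RT.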
WRN helicase inh: inhibitors of human WRN helicase; Q14191; WRN helicase unwinding, fluorescent forked duplex, kinetic; Potency, µM (doses to about 114 µM), for inactives: top-dose activity change, negative = inhibition, actives largely listed as inhibitors; actives 0.46% (n = 360,000); further: potency means the concentration at half of the fitted maximal effect; on the % scale 0 is the no-effect control and ±100 the full control effect; nearly all actives have a fitted effect of over 55% in size
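WRN at 20 nM final preincubated with compound 15 min at room temperature; reaction started with 100 nM fluorophore/quencher forked duplex oligonucleotide and 2 mM ATP final. Unwinding followed kinetically by red fluorescence (ex 525, em 598 nm).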
GLP1R inv ag: acts as inverse agonist at human GLP-1 receptor. actives 1.6% (n = 410,000). Potency, µM (series often up to 38.3 µM), for inactives: at the top dose activity change, negative = inhibition, usual class: inhibitors. P43220. HEK293 GLP-1R CRE-luciferase, luminescence, 24 h; GLP-1R form is constitutively active. AID 624417; further: potency means the concentration at half of the fitted maximal effect; on the % scale 0 is the no-effect control and ±100 the full control effect; nearly all actives have a fitted effect of over 55% in size
Target sequence (P43220 whole entry, looked up): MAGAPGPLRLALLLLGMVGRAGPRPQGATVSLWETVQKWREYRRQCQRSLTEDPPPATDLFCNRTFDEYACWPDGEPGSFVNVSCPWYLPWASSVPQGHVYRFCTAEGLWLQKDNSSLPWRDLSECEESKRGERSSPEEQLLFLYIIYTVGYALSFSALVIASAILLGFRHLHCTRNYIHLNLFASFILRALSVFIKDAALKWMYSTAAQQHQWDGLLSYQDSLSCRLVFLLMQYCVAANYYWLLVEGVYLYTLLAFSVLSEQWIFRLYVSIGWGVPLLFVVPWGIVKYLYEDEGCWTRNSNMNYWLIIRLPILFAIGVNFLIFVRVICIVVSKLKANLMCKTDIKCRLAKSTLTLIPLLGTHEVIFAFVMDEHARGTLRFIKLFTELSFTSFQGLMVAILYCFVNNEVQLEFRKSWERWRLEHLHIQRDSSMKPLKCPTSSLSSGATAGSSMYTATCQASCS
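Cells are plated, allowed 12 hours at 37 deg C, then treated with compounds for 24 hr before luciferase detection reagent is added and luminescence is read after 12 min at room temperature. The HEK293 line carries constitutively active GLP-1R with a cAMP-responsive reporter.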
IL2 activator: activators of IL-2 | IL-2 activation reporter assay, cell-based qHTS; stimulated with anti-CD3/CD4/CD28 beads; in transgenic mouse T cells | activation, % (series mostly up to about 46 µM) | actives 0.065% (n = 360,000); in the data active means activation above about 50%; inconclusive means mostly about 30% to 49%; further: 0% is about no effect
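Screening format: compound pinned onto unstimulated transgenic mouse T cells, 60 min incubation, then anti-CD3/anti-CD4/anti-CD28 bead stimulation for 18 hours at 37 degrees C, followed by EGFP and DsRed detection.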
GLP-1R agonist: GLP-1 receptor (human) agonism | actives 0.007% (n = 380,000) | HEK293 GLP-1R CRE-luciferase, luminescence, 4-6 h; cells express a hypersensitive GLP-1R form | Potency, µM (doses to about 45.6 µM), for the others: at the highest dose activation, hits mostly activators | P43220 | AID 624172; further: potency means the concentration at half of the fitted maximal effect; % of control where 0% means no effect
DRD3 antagonist: blocks the human D3 dopamine receptor | P35462 | D3R cells, DiscoveRx beta-arrestin luminescence, antagonist mode; active compounds read low | max response, negative = inhibition, % | actives 2.5% (n = 360,000); in the data active means max response below about -50%; inconclusive means no clear call, values can overlap the other calls; further: on the % scale 0 is the no-effect control and ±100 the full control effect; mostly tested at two doses, the higher about 12 µM
Target sequence (P35462 whole entry, looked up): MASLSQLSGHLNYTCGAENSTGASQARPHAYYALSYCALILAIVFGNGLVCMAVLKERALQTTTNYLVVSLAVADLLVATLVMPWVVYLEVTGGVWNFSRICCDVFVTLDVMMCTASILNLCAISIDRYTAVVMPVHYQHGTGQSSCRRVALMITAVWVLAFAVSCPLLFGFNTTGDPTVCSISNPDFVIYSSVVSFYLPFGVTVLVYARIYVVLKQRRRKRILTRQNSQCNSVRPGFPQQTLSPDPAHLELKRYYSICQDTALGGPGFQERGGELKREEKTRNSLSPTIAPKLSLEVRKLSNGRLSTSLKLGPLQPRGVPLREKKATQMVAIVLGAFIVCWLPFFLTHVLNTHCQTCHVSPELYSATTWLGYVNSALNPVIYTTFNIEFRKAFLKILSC
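Cells plated overnight at 1500 cells/well, then exposed to library compounds with dopamine controls for 90 minutes at 37 degrees C. DiscoveRx reagent added for 30–60 minutes at room temperature; luminescence read, quantitative HTS format.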
D3 ag: D3 dopamine receptor (human) agonism | max activation, % | AID 652048 | actives 0.58% (n = 410,000) | D3R DiscoveRx beta-arrestin cells, luminescence, 90 min; in the data active means max activation above about 30%; further: 0% is about no effect; mostly tested at two doses, the higher about 12 µM
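Agonist mode: compounds and dopamine controls were applied to plated cells for 90 min at 37 degrees C after an overnight attachment at 1500 cells/well. Luminescent read-out followed 30 - 60 minutes at room temperature with DiscoveRx detection reagent.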
Starred values were filed as active, the others as inactive; ? = inconclusive; · = not tested or not shown; & = joins results of further samples; [ ] = remark or other dose. Unless noted, the call rests on the fitted dose curve; in most records, active means well fitted curve in the direction sought with a large enough effect; inconclusive means small, poorly fitted or top-dose-only effect, or another doubt; inactive means no such curve, though single readings can be large; an effect the other way counts as inactive or inconclusive.

SMILES	HEK293 tox	PLK1 PBD block	PI5P4Ka inh	WRN helicase inh	GLP1R inv ag	IL2 activator	GLP-1R agonist	DRD3 antagonist	D3 ag
Cc1cc(N2C(=O)C(O)=C(C(=O)c3ccco3)C2c2cccc(Cl)c2)no1 (centres undefined)	-14%	-18%	1	2%	-26%	1.7	-2%	1	10
CC(=O)Nc1ccc(NC(=O)Nc2cccc(Cl)c2)cc1	-15%	-8%	-3	0%[57.1 µM]	-27%	2.4	-1%	-16	-2
Cc1ccc(C)c(NC(=O)c2cnc3n(c2=O)CCS3)c1	5%	-14%	8	-7%	5%	-0.5	3%	3	4
COc1ccc(C)cc1NC(=O)CCN1CCN(c2ccccc2F)CC1	-11%	1%	0	-1%	?	0.4	12%	?	34*
CC(C)Nc1ncnc2c1ncn2[C@H]1CN(Cc2cccs2)C[C@@H](CO)O1	0%	0%	3	-2%	8%	0.5	17%	13	-9
CCC(=O)c1ccc(OCC(=O)Nc2ccc3nc(C)sc3c2)cc1	-11%	6%	-3	1%	4%	-0.4	12%	17	4
CNC(=O)c1ccc(N(Cc2ccccc2)S(C)(=O)=O)cc1	0%	0%	7	-12%	8%	0.7	-2%	21	0
COC(=O)c1ccc(CNC(=O)[C@@H]2CCCN2S(=O)(=O)c2ccccc2F)cc1	1%	-12%	0	-11%	2%	0.4	3%	2	1
COC(=O)C1=C(C)Nc2[nH]c(=S)[nH]c(=O)c2C1c1ccc(O)cc1 (centres undefined)	-18%	-4%	-24	-3%	14%	-0.2	0%	-19	4
O=C(CN1C(=O)NC2(CCc3ccccc32)C1=O)NCc1ccc(Cl)cc1 (centres undefined)	2%	1%	0	-3%	?	0.9	9%	-22	0
CN(C)c1ccc(Nc2c3c4c(cccc4n(C)c2=O)C(=O)c2ccccc2-3)cc1	?	-14%	-18	-20%	18%	0.1	13%	?	-13
COc1ccc(Cn2c(=O)[nH]c3cc(C(=O)N4CCN(c5cc(Cl)ccc5C)CC4)ccc3c2=O)cc1	-1%	·	·	·	-3%	·	0%	·	4
CC(=O)NCc1ccc(-c2csc(NC(=O)CCCc3nc4ccccc4c(=O)[nH]3)n2)cc1	7%	-5%	?	11%	5%	0.6	7%	-3	-6
CC(C)CNC1CCS(=O)(=O)C1 (centres undefined)	-7%	-24%	2	8%	18%	-0.4	0%	-2	-11
Cc1cccnc1Nc1ncnc(N)c1[N+](=O)[O-]	10%	-3%	5	-28%	8%	-2.0	0%	4	0
COc1ccc(/C=N/n2cnc3c(sc(=S)n3-c3ccccc3)c2=O)cc1	-1%	-18%	1	13%	10%	1.2	9%	-3	4
S=C(NC1CCCCC1)N1CCN(Cc2ccccc2Cl)CC1	-3%	-2%	0	4%	?	-0.8	22%	19	3
COc1ccc2oc(=O)c(C(=O)N3CCCc4ccccc43)cc2c1	-16%	1%	·	-7%	3%	-2.1	-1%	2	1
CC(=O)c1cccc(OCC(=O)NC2CCCCCC2)c1	-1%	2%	6	-2%	-14%	0.6	8%	-10	3
COc1ccc(NS(=O)(=O)c2cccc(-c3nnc4n3CCCCC4)c2)cc1	3%	-5%	-3	5%	12%	0.5	0%	15	0
Cc1ccccc1-c1nnc(-c2cccc3ccccc23)o1	9%	0%	2	-11%	15%	0.2	5%	0	1
O=S(=O)(c1ccc(Cl)cc1)N1CCCC1c1nc(-c2ccc(Cl)cc2)no1 (centres undefined)	3%	-4%	3	-5%	?	-1.0	7%	-20	3
COc1cc(-c2noc(C)c2/C=C/c2ccc(C(=O)O)cc2)cc(OC)c1OC	-17%	-18%	-3	?	14%	-4.1	8%	0	-25
CN(CCO)CC(O)Cn1cnc2c1c(=O)n(C)c(=O)n2C (centres undefined) (tested in a mixture with another compound)	3%	1%	3	0%	-5%	0.5	-5%&1%	23	5&5

An excerpt of these results, with values under each structure.
Values in the order: HEK293 tox, PLK1 PBD block, PI5P4Ka inh, WRN helicase inh, GLP1R inv ag, IL2 activator, GLP-1R agonist, DRD3 antagonist, D3 ag
- O=C(CN1C(=O)NC2(CCc3ccccc32)C1=O)NCc1ccc(Cl)cc1 (centres undefined)
→ 2%, 1%, 0, -3%, ?, 0.9, 9%, -22, 0
- CN(C)c1ccc(Nc2c3c4c(cccc4n(C)c2=O)C(=O)c2ccccc2-3)cc1
→ ?, -14%, -18, -20%, 18%, 0.1, 13%, ?, -13
- COc1ccc(Cn2c(=O)[nH]c3cc(C(=O)N4CCN(c5cc(Cl)ccc5C)CC4)ccc3c2=O)cc1
→ -1%, ·, ·, ·, -3%, ·, 0%, ·, 4
- CC(=O)NCc1ccc(-c2csc(NC(=O)CCCc3nc4ccccc4c(=O)[nH]3)n2)cc1
→ 7%, -5%, ?, 11%, 5%, 0.6, 7%, -3, -6
- CC(C)CNC1CCS(=O)(=O)C1 (centres undefined)
→ -7%, -24%, 2, 8%, 18%, -0.4, 0%, -2, -11
- Cc1cccnc1Nc1ncnc(N)c1[N+](=O)[O-]
→ 10%, -3%, 5, -28%, 8%, -2.0, 0%, 4, 0
- COc1ccc(/C=N/n2cnc3c(sc(=S)n3-c3ccccc3)c2=O)cc1
→ -1%, -18%, 1, 13%, 10%, 1.2, 9%, -3, 4
- S=C(NC1CCCCC1)N1CCN(Cc2ccccc2Cl)CC1
→ -3%, -2%, 0, 4%, ?, -0.8, 22%, 19, 3
- COc1ccc2oc(=O)c(C(=O)N3CCCc4ccccc43)cc2c1
→ -16%, 1%, ·, -7%, 3%, -2.1, -1%, 2, 1
- CC(=O)c1cccc(OCC(=O)NC2CCCCCC2)c1
→ -1%, 2%, 6, -2%, -14%, 0.6, 8%, -10, 3
- COc1ccc(NS(=O)(=O)c2cccc(-c3nnc4n3CCCCC4)c2)cc1
→ 3%, -5%, -3, 5%, 12%, 0.5, 0%, 15, 0
- Cc1ccccc1-c1nnc(-c2cccc3ccccc23)o1
→ 9%, 0%, 2, -11%, 15%, 0.2, 5%, 0, 1

Later entries.
SMILES	HEK293 tox	PLK1 PBD block	PI5P4Ka inh	WRN helicase inh	GLP1R inv ag	IL2 activator	GLP-1R agonist	DRD3 antagonist	D3 ag
CCN(CC)C(=O)[C@H]1C[C@H](CC(=O)NC(C)(C)C)C(=O)N2CCc3c([nH]c4ccc(Cl)cc34)[C@]12C	-9%	-6%	0	3%	?	-0.3	-2%	-10	10
CCOc1ccc(S(=O)(=O)N2CCC(C(=O)NC3CC3)CC2)cc1C	-6%	1%	0	2%	9%	-0.8	9%	-4	20
CC(=O)Nc1ccc(-c2csc(NC=C3C(=O)OC(C)(C)OC3=O)n2)cc1	-33%	-5%	1	-7%	8%	-2.0	3%	36	0
CCC(C(=O)O)n1cnc2scc(-c3ccc(C)c(C)c3)c2c1=O (centres undefined)	-10%	-11%	-1	-5%	?	-1.6	-1%	28	-10
O=C(Nc1ccc(Cl)cc1C(=O)NCc1cccnc1)c1ccco1	-2%	-4%	·	-5%[57.1 µM]	73%[activator]	-1.8	2%	7	6
Cc1ccc(Nc2ncccc2C(=O)NCc2cccs2)c(C)c1	5%	-1%	21	-10%	?	-0.5	6%	?	-1
Cc1onc(-c2ccccc2)c1C(=O)N1CCN(c2ccccn2)CC1	-1%	1%	1	-4%	-18%	-2.7	-6%	7	-12
COc1ccc(OC)c(NC(=O)CC2(CC(=O)O)CCCC2)c1	-7%	2%	-4	-7%	-1%	0.8	0%	-4	4
CC(C)NC(=O)c1ccc(CS(=O)(=O)c2ccc(Br)cc2)o1	1%	1%	0	5%	-3%	-2.5	-1%	-8	0
COc1cccc(C(=O)Nc2ccc(C(=O)c3ccncc3)cc2)c1	2%	-4%	4	-19%	8%	-3.1	13%	4	2
COCCN1Cc2cccc(C(=O)NCc3cccs3)c2C1=O	16%	?	-1	1%	33%	-3.2	5%	30	-3
O=C(N=C1SC2CS(=O)(=O)CC2N1c1ccc(F)cc1F)C1CC1 (centres undefined)	6%	-9%	0	-5%	18%	-2.4	-4%	-11	3
O=C(O)C1CCCCC1C(=O)Nc1ccccn1 (centres undefined)	-2%	1%	-7	-4%	6%	-0.4	-9%	7	0
COc1ccc(/C=C(/NC(=O)c2ccc([N+](=O)[O-])cc2)C(=O)NCCCN(C)C)cc1	3%	-4%	-4	10%	-3%	0.7	0%	-9	-1
C=CCc1cccc(/C=N/NC(=O)CNc2cccc3ccccc23)c1O	?	3%	-9	-11%	?	-0.7	1%	-15	-5
COc1ccccc1NC(=O)C(C)OC(=O)CN1C(=O)C2CC=CCC2C1=O (centres undefined)	-9%	-1%	-3	6%	0%	-1.9	6%	11	10
O=C(CNC(=O)C1CCCCC1)Nc1cc(Cl)cc(Cl)c1	-2%	-1%	1	-1%	2%	0.3	4%	8	2
CC1CC(C)(C)CC2(C1)NC(=O)N(CC(=O)OCc1ccc(Br)cc1)C2=O (centres undefined)	49%[activator]	-7%	5	-1%	-9%	-1.9	1%	9	1
CN1OC[C@@H]2CN(Cc3ccccc3)[C@H](c3ccc(N4CCCCC4)cc3)C[C@@H]21	21%	-3%	7	-12%	?	-0.6	-8%	-13	2
O=C(COc1cccc(Br)c1)Nc1ccc(Cl)c(S(=O)(=O)N2CCOCC2)c1	-24%	6%	2	-17%	?	-0.2	8%	-13	-2
Cc1ccc(C(=O)N(CN2CCCC2=O)c2ccccc2)cc1C	2%	-9%	·	4%	-7%	-1.3	35%	-3	-15
CCOP(=O)(OCC)C(NC(=O)Nc1ccccc1)C(N)=O (centres undefined)	-6%	3%	-1	-11%[57.1 µM]	20%	0.3	-1%	7	8
O=S(=O)(Nc1ccc(-n2cccc2)cc1)c1ccc(Cl)cc1Cl	-13%	-8%	2	-12%	?	0.0	-3%	-53*	-1
CCOc1cc(S(=O)(=O)Nc2ncn[nH]2)ccc1Br	-11%	2%	-4	2%	1%	-0.2	13%	-1	-16
O=C(NNCc1ccc(O)cc1)c1ccccc1Cl	-2%	8%	-1	-1%	-7%	-0.2	-5%	-6	3

Bioassay records deposited in PubChem BioAssay by National Center for Advancing Translational Sciences (NCATS).
